Screening data from PubChem.
DAX1 inh-1 = blocks DAX1 repression of SF-1 activated StAR promoter; 370,000 compounds, 1.1% hits; HEK293T StAR-luciferase reporter, SF-1/DAX-1 repression relief; inhibition, % at 6.8 µM; AID 652010;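 active = inhibition above the mean over all tested compounds plus 3 SD, cut at about 3.6% in these data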;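 also: 0% = DAX-1 cells with DMSO and 100% = cells lacking DAX-1 with DMSO; higher inhibition means more luminescence from relief of DAX-1 repression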
SMARCA2 act = activators of SMARCA2 function; MG213 cells, MMTV-luciferase reporter, dexamethasone, overnight; activation, % at 9.1 µM; 370,000 compounds, 1% hits; AID 652017; in the data active = activation above about 7.8%;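 also: 0% = vehicle wells and 100% = reference activator wells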
hcDAF12 agonist = activators of H. contortus DAF-12 nuclear receptor; HEK293 hcDAF-12 lit1-tk-luc reporter, luminescence; 0% DMSO, 100% Δ7-dafachronic acid; activation, % at 6.8 µM; 370,000 compounds, 1.4% hits; AID 652067;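 active = activation above the mean of all tested compounds plus 3 SD, cut at about 5.5% in these data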;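 also: 100% = response to 3 µM Δ7-dafachronic acid high control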
hgDAF-12 ag = hgDAF-12 agonism, primary luciferase screen; HEK293 GAL4-hgDAF12 UAS-luciferase reporter, agonist luminescence; normalized to butyrate control; activation, % at 6.8 µM; AID 687014; 370,000 compounds, 1.8% hits;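 active = activation above a cutoff set at the mean of all screened compounds plus 3 SD, cut at about 10% in these data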;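 also: 0% = DMSO wells and 100% = sodium butyrate wells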
GAA850 FXN act = frataxin GAA850 promoter activation | 360,000 compounds, 0.56% hits | AID 540364 | activation, % at 6 µM | HEK293 lucGAA850 FXN promoter luciferase reporter, 24 h; percent of 10 µM SAHA response;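 active = activation above the average of all compounds screened plus 3 SD, cutoff fixed separately per campaign, cut at about 7.5% in these data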;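 also: 0% = DMSO wells and 100% = 10 µM SAHA wells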
ssDAF12 agonist = activates DAF-12 receptor from parasite S. stercoralis; 370,000 compounds, 1% hits; HEK293 ssDAF-12/GRIP1 lit1-tk-luc reporter, luminescence; % of 3 µM dafachronic acid response; activation, % at 6.8 µM;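 active = activation above the mean over all tested compounds plus 3 SD, cut at about 0.9% in these data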;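 also: 0% = DMSO-only wells and 100% = 3 µM delta7-dafachronic acid wells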
DAX1 inh-2 = inhibits human nuclear receptor DAX1; inhibition, % at 6.75 µM; AID 504766; P51843; HEK293 Gal4-DAX1 luciferase reporter, luminescence; 340,000 compounds, 0.99% hits;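 active = inhibition above the mean over all tested compounds plus 3 SD, cut at about 4.2% in these data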;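 also: 0% = DAX1-transfected cells with DMSO and 100% = empty-vector control cells with DMSO; inhibition shows as a rise in luminescence from relieved DAX1 repression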
Target sequence (P51843 207-470 limits assumed): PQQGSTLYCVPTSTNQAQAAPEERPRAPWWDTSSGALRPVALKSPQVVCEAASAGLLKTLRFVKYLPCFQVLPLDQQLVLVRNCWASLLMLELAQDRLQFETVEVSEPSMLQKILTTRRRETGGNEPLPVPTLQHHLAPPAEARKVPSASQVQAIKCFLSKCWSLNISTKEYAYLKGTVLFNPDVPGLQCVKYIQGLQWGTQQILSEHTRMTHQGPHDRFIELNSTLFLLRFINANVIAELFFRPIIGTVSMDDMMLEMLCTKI
ADAM17 inh = inhibits human ADAM17. P78536. recombinant ADAM17, EDANS/DABCYL FRET peptide cleavage. inhibition, % at 6.95 µM. 370,000 compounds, 0.83% hits. AID 720648;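 active = inhibition above the mean of compounds lying between control limits plus 3 SD, set per campaign, cut at about 8.5% in these data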;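 also: 0% = DMSO-only wells as the low control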
PG9 Ab binder = binds the HIV-1 gp120 antibody PG9. TR-FRET gp120-PG9 antibody binding. inhibition, % at 6.7 µM. 360,000 compounds, 0.43% hits. AID 624416; in the data active = inhibition above about 8.5%
ADAM10 inh = inhibits human ADAM10; recombinant ADAM10, EDANS/DABCYL FRET peptide cleavage, 3 h; inhibition, % at 7 µM; 370,000 compounds, 0.62% hits; AID 720582;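 active = inhibition above a per-campaign cutoff equal to the mean of compounds falling between control-based bounds plus 3 SD, cut at about 20% in these data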;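 also: 0% = DMSO wells while the 100% control is not disclosed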
Target sequence (O14672 214-748 limits assumed): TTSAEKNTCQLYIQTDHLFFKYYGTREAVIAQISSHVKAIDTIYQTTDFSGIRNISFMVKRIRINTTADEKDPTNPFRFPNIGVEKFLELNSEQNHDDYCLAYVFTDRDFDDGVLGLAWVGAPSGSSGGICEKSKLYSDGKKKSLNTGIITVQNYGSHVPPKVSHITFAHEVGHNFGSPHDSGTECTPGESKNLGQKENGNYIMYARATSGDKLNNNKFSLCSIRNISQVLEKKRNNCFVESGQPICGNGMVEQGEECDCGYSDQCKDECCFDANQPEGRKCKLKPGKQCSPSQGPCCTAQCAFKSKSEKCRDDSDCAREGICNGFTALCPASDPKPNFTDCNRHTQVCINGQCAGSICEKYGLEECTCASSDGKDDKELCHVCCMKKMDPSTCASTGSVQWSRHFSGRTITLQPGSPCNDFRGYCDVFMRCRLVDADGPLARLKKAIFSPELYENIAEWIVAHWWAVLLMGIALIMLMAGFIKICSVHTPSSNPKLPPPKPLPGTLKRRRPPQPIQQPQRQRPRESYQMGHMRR
GC-A act = GC-A (human) enzyme activation; activation, % at 10 µM; 370,000 compounds, 0.14% hits; P16066; HEK293 GC-A cells, cGMP TR-FRET, EC30 ANP; 0% at EC30 ANP, 100% saturating ANP; in the data active = activation above about 40%
Active calls of the source: *; i = inactive; . = no result given.

SMILES	DAX1 inh-1	SMARCA2 act	hcDAF12 agonist	hgDAF-12 ag	GAA850 FXN act	ssDAF12 agonist	DAX1 inh-2	ADAM17 inh	PG9 Ab binder	ADAM10 inh	GC-A act
NC(N)=NN=C1c2ccccc2-c2ccccc21	-0.2	-2	1.1	2.0	-0.2	-1.3	0.9	-1	-2.4	-6	-5
Cc1ccc(F)cc1NC(=O)N1c2ccccc2NC(=O)CC1C (stereo not given)	-0.3	-4	-0.5	-1.4	0.6	-0.7	1.4	-2	-0.9	-8	-1
COc1ccc(CC(=O)Nc2ccc(-c3noc(-c4ccc(Cl)cc4)n3)cc2)cc1	-0.7	1	-1.5	0.6	-1.6	-1.6	0.7	-6	-1.1	-3	1
O=C(CCN1C(=O)c2ccccc2C1=O)C1=NN[C@@H]2C(=O)N(c3cccc(Cl)c3)C(=O)[C@H]12	0.0	-3	0.6	0.6	0.3	-1.1	0.1	0	-2.4	6	6
CC(C)NC(=O)N[C@@H]1C[C@@H]2O[C@H](CO)CC[C@@H]2O[C@@H]1CCc1ccc(-c2ccccc2F)cc1	-0.6	-1	-1.1	-0.3	.	-0.6	.	1	.	2	15
Cc1cc(-c2ccc(C(C)C)c(S(=O)(=O)N3CCOc4ccccc43)c2)on1	0.9	-1	-0.5	-1.0	1.5	-1.7	-0.9	-4	-0.3	5	-1
Cn1c(NC(=O)C2CCCC2)cc(=O)n(C)c1=O	-0.2	-1	-0.2	1.7	1.4	-0.7	0.4	-5	0.0	-9	2
O=c1c2cc(Br)ccc2nc(-c2ccc(Cl)cc2)n1O	0.1	-1	-0.5	1.3	-0.4	-0.2	-0.5	-1	2.0	-2	-3
COc1ccc(C(=O)COc2ccc3ccc(=O)oc3c2)cc1	-0.5	0	-1.0	-0.5	1.8	-1.8	1.5	-14	0.8	-32	0
O=C(CNC(=O)c1ccc(Br)o1)NNC(=O)c1n[nH]c(=O)c2ccccc12	-1.1	5	-0.2	2.3	1.6	-1.1	0.3	-3	0.1	-3	-2
N#Cc1c(NC(=O)CSc2ncccn2)oc(-c2ccccc2)c1-c1ccccc1	0.2	3	-0.3	-1.3	1.3	-1.2	-1.0	2	-0.9	0	-3
CC1(C)COCN1C(=O)c1ccc(Cl)c(Cl)c1	-0.2	1	-2.9	1.4	1.0	-0.4	-1.1	1	-0.4	-2	-1
CCC(=O)n1nc(-c2cccnc2)nc1NCc1ccc(F)cc1	-0.1	0	-0.5	-0.8	-0.9	-0.6	-0.3	2	0.4	4	0
Cn1cc(SCC(=O)O)c2ccccc21	-0.5	-1	4.4	0.5	0.3	-0.7	1.2	-7	0.3	-12	2
O=C(CNC(=O)c1ccc(Cl)cc1Cl)OCc1nc2ccccc2s1	0.2	-2	1.1	3.6	-0.1	-1.1	-0.5	-3	1.6	4	2
NC(=O)CC(NC(=O)c1cccc(Br)c1)c1ccc(NCC2CC2)c([N+](=O)[O-])c1 (stereo not given)	-0.4	-1	-1.3	-0.9	0.5	-1.1	1.0	-2	2.0	8	1
CC(C)(O)C#Cc1ccc(C(=O)NC(CCCNC(N)=O)C(=O)O)s1 (stereo not given)	-0.1	1	-1.3	1.9	0.1	-1.4	-0.3	1	-1.6	0	-1
O=C(O)CC(Cn1[nH]nnc1=S)c1ccccc1 (stereo not given)	-0.5	-3	-0.4	2.4	-0.7	-0.8	2.2	0	2.1	1	4
Cc1cc(C)c2c(c1)cc(C)c1nnc(SCC(=O)Nc3ccccc3N3CCOCC3)n12	-0.3	0	-0.1	-0.6	0.3	-1.4	-0.9	3	-2.0	2	-23
Cc1ccc(NC(=S)NCCC2=CCCCC2)cc1	3.3	1	2.1	10	3.4	-0.4	1.5	1	-2.6	3	1
COc1ccccc1NC(=O)OC[C@@H]1CSCCS(=O)(=O)N1	0.1	-5	1.9	1.5	.	0.3	.	-1	-2.0	5	5
O=C(Cc1ccc([N+](=O)[O-])cc1)NCc1ccc2c(c1)OCO2	-0.9	0	0.5	3.0	-0.8	-2.2	-1.7	1	-1.2	6	-3
C=C(C)Cn1c(-c2ccc(OC)cc2)nc2ccccc21	0.3	1	-2.8	-0.9	-0.5	-1.3	-0.1	-3	-2.4	-6	6
Cc1cnc(NC(=O)c2cc3c(s2)CCCC3)s1	1.9	1	9.0*	2.8	-1.3	0.1	-2.1	2	0.6	0	-2
CC(NC(=O)c1cccs1)C(c1cccs1)N1CCN(c2ccccc2)CC1 (stereo not given)	-0.9	-3	-2.0	-0.4	-3.0	-2.2	-0.9	1	0.2	1	-1
CC(C)(C)c1ccc(CN2N=C(/C=C/c3ccccc3)CCC2=O)cc1	0.6	1	-0.5	-2.1	0.2	-0.9	-0.6	2	-3.7	-1	1
O=C(CCCN1C(=O)c2ccccc2C1=O)N1CCCCC1	0.2	-1	0.5	2.4	0.3	-0.1	0.5	-7	0.3	7	-2
C[C@H]1[C@H](NC(=O)c2ccc(Cl)c(Cl)c2)CC[C@@]23CCCN2C(=O)CCC[C@@H]13	.	.	-2.3	-1.1	.	-1.4	.	-6	.	-2	-2
COc1ccc(-c2ncccc2OC(=O)C23CC4CC(CC(C4)C2)C3)cc1OC	-0.2	-1	-0.8	2.1	-3.3	-0.6	0.2	-138	1.3	i	-5
COC(=O)c1c(NC(=O)c2cccc([N+](=O)[O-])c2)sc(C(N)=O)c1C	-1.3	0	-0.8	-0.6	-0.7	-0.9	-1.5	-2	-1.9	4	10
O=C(COc1ncnc2ccccc12)Nc1cc([N+](=O)[O-])ccc1F	-0.7	-2	-0.7	0.7	-0.4	-1.0	1.6	-3	-1.0	-4	2
N/C(=N\OC(=O)c1ccc(F)cc1)c1cccc([N+](=O)[O-])c1	0.1	5	2.0	2.2	3.0	-1.3	-1.0	0	0.8	-2	1
COc1ccc(N2CCN(S(=O)(=O)CCNC(=O)COc3ccccc3)CC2)cc1	-0.8	-2	-0.6	0.8	0.3	-0.7	0.0	2	-2.1	-3	-3
O=C1COc2ccc(S(=O)(=O)CCC(=O)N3CCN(c4cccc(C(F)(F)F)c4)CC3)cc2N1	-0.8	-3	-2.1	-3.1	-1.0	-1.6	-1.7	-1	-0.5	4	1
Cc1cc(C)cc(N(C(=O)c2ccc(Br)o2)C2C=CS(=O)(=O)C2)c1 (stereo not given)	0.2	0	-1.0	0.8	3.8	-1.8	0.5	5	1.2	4	-6
O=C(CN1C(=O)NC2(CCCC2)C1=O)Nc1cccc(-c2nnc3n2CCCCC3)c1	0.1	0	0.3	-1.9	-1.0	-0.8	0.3	-6	-0.1	-1	1
O=S(=O)(c1cc(F)ccc1F)N1CCN(C2CCCCC2)CC1	-0.1	-1	0.5	1.1	0.6	-1.4	0.0	-2	-2.4	-2	2
O=C(OCCN1C(=O)c2ccccc2C1=O)[C@@H]1CC(O)CN1S(=O)(=O)c1ccccc1[N+](=O)[O-] (stereo not given in full)	1.7	0	-1.0	-0.1	2.9	-1.4	-0.1	1	-2.8	0	-3
Cc1ccc(C(=O)COc2cccc(NC(=O)c3ccco3)c2)cc1	-0.7	1	-0.3	-3.6	-0.7	-1.1	0.3	-1	-0.7	0	3
COc1ccc(-c2n[nH]c3c2CN(C(=O)c2ccccc2)CC3)cc1	-0.8	-1	-1.9	-0.2	-0.6	-1.0	1.3	-2	-1.4	-3	-8
CCOC(=O)N1CCN(S(=O)(=O)c2ccc3c(c2)SCC(=O)N3)CC1	-1.2	-3	-2.1	0.4	-3.7	-1.9	-1.2	0	2.0	-3	-1
Cc1ccc(Nc2nnc(SCC(=O)Nc3ncc(S(=O)(=O)c4ccc([N+](=O)[O-])cc4)s3)s2)cc1	0.0	-4	0.8	-2.0	1.5	-1.8	-1.6	-4	0.4	-4	-4
CCOC(=O)c1cnc2c(c(C)nn2C)c1Oc1ccc(Cl)cc1	0.3	-2	-0.8	-1.2	2.9	-1.9	0.1	5	0.9	4	-13
O=c1c(O)c(-c2ccccc2)oc2cc(O)ccc12	2.6	-1	-2.9	7.5	1.4	-0.5	.	-96	1.1	-252	10
CCOC(=O)Cc1csc(SCC(=O)NC2CCCC(C)C2C)n1 (stereo not given)	-0.1	-1	-0.4	-3.3	3.5	-1.4	1.4	0	-1.2	1	0
COC(=O)c1ccc(Cn2nc(-c3ccc(C)c(C)c3)ccc2=O)cc1	0.2	3	0.5	2.7	1.3	-1.2	0.3	-4	-0.2	-10	-4
O=C(Nc1ccc(Oc2cccnc2)cc1)C1CCN(Cc2ccccc2)CC1	-1.4	1	-0.4	4.0	-1.0	-0.8	-0.4	-6	-2.2	-3	0
O=C(COC(=O)CSc1ccc([N+](=O)[O-])cc1)NCCc1ccccc1	0.4	-4	3.6	1.4	0.8	-0.7	0.9	3	3.3	3	-1
CCCC1(C(=O)OCC)NC(c2ccc(O)cc2)C2C(=O)N(c3ccc4c(c3)OCCO4)C(=O)C21 (stereo not given)	-0.5	-2	-2.8	1.4	-2.1	-1.7	-1.1	-4	0.5	-5	0
CC1(C(=O)O)CCCN1C(=O)c1cccc(OC(F)(F)F)c1 (stereo not given)	0.3	0	-0.9	1.4	0.5	-0.8	.	-4	-2.0	-3	1

(continued)
SMILES	DAX1 inh-1	SMARCA2 act	hcDAF12 agonist	hgDAF-12 ag	GAA850 FXN act	ssDAF12 agonist	DAX1 inh-2	ADAM17 inh	PG9 Ab binder	ADAM10 inh	GC-A act
COc1ccc(CNC(=O)C(C)N2CCN(S(=O)(=O)c3ccccc3F)CC2)cc1 (stereo not given)	0.2	-2	0.6	5.6	-0.5	-1.0	-0.8	-3	0.3	-4	-2
Cc1cc(Br)ccc1NC(=S)NC1CCCC1	0.2	0	2.4	1.2	1.2	-1.5	0.7	2	-2.5	-1	3
Cc1cc(C)c(S(=O)(=O)c2c(C)cccc2C)c(OCC(C)C)n1	-2.0	-3	0.4	-0.9	-1.7	-1.6	-0.9	-1	0.3	-5	-4
Cc1ccc(OCCN2C(=O)c3ccccc3C2=O)c(C)c1	-0.1	-2	-1.9	0.8	0.8	-0.9	-0.7	2	0.0	16	1
COc1cc2c(cc1NC(=O)CSc1nnc(-c3cnccn3)n1-c1ccc(C)cc1)oc1ccccc12	-3.4	-6	0.7	-1.1	.	-0.5	.	0	.	-4	-5
COc1ccccc1CN1CC(C(=O)NCCN(C)CCc2ccccc2)CCC1=O (stereo not given)	-1.0	-3	-0.8	-1.2	0.2	-1.0	-0.3	1	0.0	-16	3
CC1(C)c2[nH]c3ccccc3c2C[C@@H]2C(=O)N(Cc3ccccc3F)C(=O)N21	-0.9	-1	-2.5	-1.5	-1.7	-1.1	-2.1	6	-0.1	16	9
O=C(c1ccc(S(=O)(=O)Nc2ccccc2)cc1)N1CCCC1	-1.1	4	-0.8	-1.6	-0.4	-0.5	-0.1	-1	-3.0	-1	0
CCCCCOc1ccc(NS(C)(=O)=O)cc1	0.9	5	8.0*	2.5	2.9	-0.1	1.5	-2	-0.1	-3	3

2 entries from above in a different format.
SMILES | DAX1 inh-1 | SMARCA2 act | hcDAF12 agonist | hgDAF-12 ag | GAA850 FXN act | ssDAF12 agonist | DAX1 inh-2 | ADAM17 inh | PG9 Ab binder | ADAM10 inh | GC-A act
COc1ccccc1CN1CC(C(=O)NCCN(C)CCc2ccccc2)CCC1=O (stereo not given) | -1.0 | -3 | -0.8 | -1.2 | 0.2 | -1.0 | -0.3 | 1 | 0.0 | -16 | 3
CCCCCOc1ccc(NS(C)(=O)=O)cc1 | 0.9 | 5 | 8.0* | 2.5 | 2.9 | -0.1 | 1.5 | -2 | -0.1 | -3 | 3
